# Mtb UGM inh: Mtb UDP-galactopyranose mutase inhibition | AID 504406 | inhibition, % at 10 µM | purified UGM, fluorescence polarization probe displacement | P9WIQ1 | 320,000 tested, 0.06% active; in the data active means inhibition above about 10%, passing the limit was not always enough; inconclusive means no clear call, values can overlap the other calls
# BioA inh: blocks M. tuberculosis BioA enzyme activity. purified M. tuberculosis BioA enzyme, plate reader. inhibition, % at 9.99 µM. 360,000 tested, 0.096% active. AID 602481; in the data active means inhibition above about 40%; inconclusive means no clear call, values can overlap the other calls
# MazF activator: increases E. coli MazEF RNase cleavage of RNA; P0AE70; FAM/BHQ RNA-DNA oligo cleavage fluorescence, 5 h; activation, % at 20 µM; 350,000 tested, 0.32% active; AID 504720; in the data active means activation above about 50%
# Target sequence (P0AE70 whole entry, looked up): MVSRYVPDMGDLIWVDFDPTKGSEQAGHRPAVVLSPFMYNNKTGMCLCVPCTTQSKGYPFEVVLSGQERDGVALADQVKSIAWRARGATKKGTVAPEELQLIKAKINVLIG
# Mtb FBA inh: inhibits M. tuberculosis FBA enzyme | inhibition, % at 1 µM | P9WQA3 | 360,000 tested, 2.3% active | purified M. tuberculosis FBA, fluorescence read-out; in the data active means inhibition above about 27%;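 further: 0% = vehicle and 100% = reference inhibitor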
# Target sequence (P9WQA3 whole entry, looked up): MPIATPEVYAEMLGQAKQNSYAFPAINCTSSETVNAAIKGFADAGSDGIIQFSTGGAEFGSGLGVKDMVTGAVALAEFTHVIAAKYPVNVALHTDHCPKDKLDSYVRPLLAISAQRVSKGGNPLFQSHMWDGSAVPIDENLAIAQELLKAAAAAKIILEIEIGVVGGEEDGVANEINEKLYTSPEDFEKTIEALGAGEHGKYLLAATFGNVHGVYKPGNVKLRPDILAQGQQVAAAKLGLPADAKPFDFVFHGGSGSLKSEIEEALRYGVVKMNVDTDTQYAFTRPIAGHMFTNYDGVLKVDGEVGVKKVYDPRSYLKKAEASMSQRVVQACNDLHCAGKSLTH
# Rv3671c protease: Rv3671c (M. tuberculosis) protease inhibition; AID 2606; P9WHR9; inhibition, % at 5.96 µM; 320,000 tested, 0.048% active; in the data active means inhibition above about 38%;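 further: extracellular domain of Rv3671c used as enzyme; 0% = enzyme with DMSO and 100% = no enzyme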
# Target sequence (P9WHR9 whole entry, looked up, the tested form may be a part): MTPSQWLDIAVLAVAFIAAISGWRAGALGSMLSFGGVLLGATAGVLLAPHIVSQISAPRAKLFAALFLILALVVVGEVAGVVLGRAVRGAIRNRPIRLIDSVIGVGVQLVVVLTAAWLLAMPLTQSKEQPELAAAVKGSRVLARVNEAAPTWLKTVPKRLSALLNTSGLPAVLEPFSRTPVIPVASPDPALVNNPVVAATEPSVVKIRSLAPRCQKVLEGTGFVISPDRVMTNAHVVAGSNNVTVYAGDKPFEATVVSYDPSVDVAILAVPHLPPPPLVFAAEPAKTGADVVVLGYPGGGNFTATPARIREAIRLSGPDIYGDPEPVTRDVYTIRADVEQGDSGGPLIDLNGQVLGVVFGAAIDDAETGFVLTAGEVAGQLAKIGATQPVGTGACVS
# FadD28 FP inh: M. tuberculosis FadD28 bisubstrate binding inhibition. FadD28 bisubstrate probe binding, fluorescence polarization. inhibition, % at 12.5 µM. 360,000 tested, 0.22% active; in the data active means inhibition above about 8.5%, passing the limit was not always enough; inconclusive means no clear call, values can overlap the other calls
# GDH-TPI inh: counter-screen for M. tuberculosis FBA inhibitors: GDH-TPI coupled enzymes. GDH-TPI coupled enzyme counterscreen, NADH absorbance. inhibition, % at 4.8 µM. 360,000 tested, 1.2% active; in the data active means inhibition above about 30%;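 further: 0% = DMSO wells and 100% = wells lacking the enzyme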
# PrPC surface inh: reduces human prion protein on the cell surface; P04156; cell surface PrPC, TR-FRET read-out; inhibition, % at 13.8 µM; 370,000 tested, 0.43% active; in the data active means inhibition above about 24%; further: 0% = median of the test wells and 100% = reference compound wells
# BoNT F protease: inhibitors of Botulinum neurotoxin F light chain protease | Multiplex microsphere protease cleavage assay, flow cytometry | 360,000 tested, 0.22% active | inhibition, % at 10 µM; in the data active means inhibition above about 35%, passing the limit was not always enough; inconclusive means no clear call, values can overlap the other calls; further: plate controls were buffer without enzyme for full effect and enzyme alone for no effect
# * marks the source's active call; other numbers are inactive results; ? = inconclusive; . = not tested or not shown; + = active, no number; & = joins results of further samples.
# The first 4 compounds as a preview:
1	CCN(CC)c1ccc(C(=O)OCC(=O)NC(C)(C)C)cc1
2	Cc1nnc(SCC(=O)N2CCN(S(=O)(=O)c3ccc(Cl)cc3)CC2)n(N)c1=O
3	O=C(COC(=O)c1cnccn1)c1ccc(C2CCCCC2)cc1
4	C=CCNC(=O)c1cc2nc(C3CC3)cc(C(F)F)n2n1
Screen / compound no.	1	2	3	4
FadD28 FP inh	-0.8	0.4	1.4	0.5
Mtb UGM inh	0.4	-1.1	-0.4	-0.6
Rv3671c protease	4	2	-4	5
BoNT F protease	4	-8	-7	20
Mtb FBA inh	-2	-2	2	2
GDH-TPI inh	57*	3	0	9
MazF activator	2	7	2	4
BioA inh	-0.7	0.4	-1.0	-0.8
PrPC surface inh	3	6	-1	-5

# All compounds of this part, from the first entry:
1	CCN(CC)c1ccc(C(=O)OCC(=O)NC(C)(C)C)cc1
2	Cc1nnc(SCC(=O)N2CCN(S(=O)(=O)c3ccc(Cl)cc3)CC2)n(N)c1=O
3	O=C(COC(=O)c1cnccn1)c1ccc(C2CCCCC2)cc1
4	C=CCNC(=O)c1cc2nc(C3CC3)cc(C(F)F)n2n1
5	O=C(CCCc1ccccc1)Nc1nccs1
6	Cc1nnc(SCC(=O)Nc2cc(S(=O)(=O)N3CCOCC3)ccc2C)s1
7	Cc1ccc2[nH]c(C(=O)O)c(NC(=O)c3ccccc3[N+](=O)[O-])c2c1
8	CCc1ccccc1OCC(=O)Nc1ccc(C)c(S(=O)(=O)N2CCCCCC2)c1
9	O=C(Cc1ccc(Cl)cc1Cl)Nc1ccc(OC(F)F)c(Cl)c1
10	Cc1[nH]c2ccccc2c1/C=N/NC(=O)CNC(=O)c1ccco1
Screen / compound no.	1	2	3	4	5	6	7	8	9	10
FadD28 FP inh	-0.8	0.4	1.4	0.5	0.0	0.0	1.4	-1.5	-3.9	-1.1
Mtb UGM inh	0.4	-1.1	-0.4	-0.6	-0.9	.	0.5	0.5	-1.2	-1.9
Rv3671c protease	4	2	-4	5	-2	.	-1	-58	-7	4
BoNT F protease	4	-8	-7	20	?	.	10	-13	-12	5
Mtb FBA inh	-2	-2	2	2	-3	1	-1	1	-2	0
GDH-TPI inh	57*	3	0	9	6	2	1	8	3	16
MazF activator	2	7	2	4	-6	3	4	0	15	4
BioA inh	-0.7	0.4	-1.0	-0.8	.	-0.9	.	-0.8	0.9	1.1
PrPC surface inh	3	6	-1	-5	-7	-8	-11	0	7	3

11	CCC(CC)C(=O)N1CCCC(c2nc(-c3cccs3)no2)C1 (stereo unspecified)
12	CCN(/N=C/c1ccc(N(C)C)cc1)c1nc2ccccc2[nH]1
13	O=C(C[C@@H]1C/C=C\CCC(=O)OC[C@H](Cc2ccccc2)NC1=O)N[C@@H](CO)Cc1ccccc1
14	O=C(Nc1nc(-c2ccc(F)c(F)c2)cs1)C1=COCCO1
15	Cc1ccc[n+](-c2[nH]c(=O)sc2/C=N/NC(=O)c2ccccc2[O-])c1
16	CC(=O)Oc1ccc(NC(=O)Cc2ccccc2)cc1
17	CCOC(=O)c1sc(NC(=O)COC(=O)C(CCSC)NC(C)=O)nc1C (stereo unspecified)
18	Nc1ncnc(N2CCOCC2)n1
19	CCN(CC)c1ccc(NC(=O)CC2Oc3ccccc3NC2=O)c(C)c1 (stereo unspecified)
20	COc1ccc(Cl)cc1C(=O)NCCCn1ccnc1
Screen / compound no.	11	12	13	14	15	16	17	18	19	20
FadD28 FP inh	-0.1	-0.3	-3.2	-5.5	-0.9	-0.1	-0.7	-0.5	0.6	-0.2
Mtb UGM inh	3.0	.	1.2	-4.8	-0.6	-3.9	-1.6	.	-0.4	-0.6
Rv3671c protease	-5	.	7	-24	-5	-6	1	.	-4	-17
BoNT F protease	0	-4	-9	2	-3	7	2	7	3	?
Mtb FBA inh	1	-6	-1	-3	-3	-1	1	-1	2	1
GDH-TPI inh	0	31*	0	7	11	1	9	-2	11	9
MazF activator	2	-7	3	2	-27	4	-2	10	5	8
BioA inh	1.3	.	-0.7	3.1	.	-1.4	0.5	.	-2.3	-0.5
PrPC surface inh	0	2	-6	5	-18	1	-8	10	-4	-7

# Whole records, looked up by structure. Screens in order: FadD28 FP inh | Mtb UGM inh | Rv3671c protease | BoNT F protease | Mtb FBA inh | GDH-TPI inh | MazF activator | BioA inh | PrPC surface inh
# `CCC(CC)C(=O)N1CCCC(c2nc(-c3cccs3)no2)C1` (stereo unspecified) in the list: -0.1 | 3.0 | -5 | 0 | 1 | 0 | 2 | 1.3 | 0
# `CCOC(=O)c1sc(NC(=O)COC(=O)C(CCSC)NC(C)=O)nc1C` (stereo unspecified) in the list: -0.7 | -1.6 | 1 | 2 | 1 | 9 | -2 | 0.5 | -8
# `CC(=O)Oc1ccc(NC(=O)Cc2ccccc2)cc1` in the list: -0.1 | -3.9 | -6 | 7 | -1 | 1 | 4 | -1.4 | 1

# The list goes on.
21	C=CCn1c(N)c(C(=O)OCC)sc1=S
22	COc1ccccc1-c1noc2c1C(=O)N(Cc1cn(Cc3ccccc3)nn1)CC2
23	COCCCN1C(=O)c2ccc(C(=O)OCC(=O)N(CCC#N)c3cc(C)cc(C)c3)cc2C1=O
24	Cc1noc(C)c1C(=O)N1CCCC(C)(C(=O)NS(=O)(=O)C2CC2)C1 (stereo unspecified)
25	c1ccc2c(N3CCCC3)nc(-c3ccncc3)nc2c1
26	O=C(Nc1cccc(S(=O)(=O)NC2=NCCC2)c1)c1ccccc1
27	CCCCc1ccc(N=N/C(C(=O)Nc2ccc(NC(C)=O)cc2OC)=C(/C)O)cc1
28	O=C(CNCc1cccc(Cl)c1)N1CCc2ccccc2C1
29	COC(=O)c1cccc(NC(=S)N2CCOCC2)c1
30	Cc1ccc(/C=C/C(=O)OCC(=O)NCc2ccccc2)o1
Screen / compound no.	21	22	23	24	25	26	27	28	29	30
FadD28 FP inh	0.3	-0.5	-3.9	-0.9	-0.5	-0.8	-1.9	-2.1	0.2	0.6
Mtb UGM inh	3.2	.	-1.8	.	1.9	0.6	-0.4	-0.2	0.2	.
Rv3671c protease	15	.	5	.	5	1	5	-4	2	.
BoNT F protease	-14	6	10	-1	.	12	-8	-1	-2	-7
Mtb FBA inh	3	2	3	-1	0	3	-1	-3	-1	-2
GDH-TPI inh	7	.	-3	4	26	-1	9	-3	6	26
MazF activator	2	.	-1	.	-7	4	18	5	6	3
BioA inh	.	1.8	4.1	-0.7	.	-0.2	-1.7	-0.2	0.5	-0.5
PrPC surface inh	-5	1	-7	-3	0	4	9	8	-3	-5

31	CCCCn1nc(C(=O)NC2CCCCCC2)c2ccccc2c1=O
32	O=C(NCc1cccnc1)C(=O)NCC1OCCCN1S(=O)(=O)c1ccc(Cl)cc1 (stereo unspecified)
33	O=Cc1ccc2c(c1)CCN2Cc1ccccc1
34	O=C(CCNC(=O)c1ccccc1)OCC(=O)c1cccc(Cl)c1
35	CCc1ccc(C(C(=O)NCCOC)N(C(=O)Cn2nnc3ccccc32)c2cccnc2)cc1 (stereo unspecified)
36	Cc1nn(Cc2c(F)c(F)c(F)c(F)c2F)c(C)c1NC(=O)c1cccc(COc2ccc(Cl)cc2)c1
37	CCCCNC(=O)COC(=O)c1c2c(nc3ccccc13)CCC2
38	Cc1cc2cc3c(cc2nc1SCc1ccc(C(=O)O)cc1)OCCO3
39	Cc1ccc(SC[C@H](Cc2ccccc2)N2CCN(C)CCC2=O)cc1
40	O=C(OCC(=O)N1CCOCC1)c1ccc(Cl)cc1[N+](=O)[O-]
Screen / compound no.	31	32	33	34	35	36	37	38	39	40
FadD28 FP inh	.	-2.1	-0.1	3.3	-1.6	-3.4	-1.9	-3.0	-2.9	-0.6
Mtb UGM inh	0.8	-1.0	-1.3	-1.0	1.3	0.4	-4.0	2.6	.	0.0
Rv3671c protease	-4	-1	-2	-7	3	-1	-2	-6	.	2
BoNT F protease	-4	-3	-14	-1	-1	-11	5	-7	-14	2
Mtb FBA inh	3	-1	1	3	-1	-7	3	4	-1	0
GDH-TPI inh	2	-7	22	1	3	-4	-3	13	2	0
MazF activator	3	5	-3	-2	7	-3	7	-1	6	11
BioA inh	0.2	0.8	.	.	.	-1.2	5.0	.	0.1	-1.0
PrPC surface inh	9	2	-3	10	0	-7	-8	2	5	8

41	CC1CCCC(NC(=O)c2cccs2)C1C (stereo unspecified)
42	NS(=O)(=O)c1ccc(NC(=O)Nc2ccc3c(c2)OCO3)cc1
43	Cc1ccccc1OCc1nnc(SCC(=O)Nc2ccc(N3CCOCC3)cc2)n1C
44	O=C(NCCCN1CCCCCC1)c1cc2c(=O)oc3ccccc3c2s1
45	COc1ccccc1NC(=O)CCc1nnc2ccc(NCc3ccco3)nn12
46	COc1ccc(C2C(C#N)=C(N)SC(N)=C2C#N)cc1OC
47	Cc1ccc(OCCSc2nc3ccccc3n2CCC(=O)O)c(C(C)C)c1
48	OC(CN1CCN(c2cccc(Cl)c2)CC1)c1ccc(F)cc1 (stereo unspecified)
49	CCOc1c2ccc(C(=O)NCCc3cccs3)cc2nn1CC
50	COc1ccc(-c2sc3ccc(N4CCOCC4)cc3c2C#CCO)cc1
Screen / compound no.	41	42	43	44	45	46	47	48	49	50
FadD28 FP inh	-0.8	1.4	-0.9	-6.2	-0.9	-2.4	-2.7	.	-2.4	-0.3
Mtb UGM inh	-2.2	3.8	1.9	-3.6	-0.4	-1.1	.	-0.1	-1.1	3.7
Rv3671c protease	0	.	-2	-5	4	-11	.	-5	1	-3
BoNT F protease	.	0	-9	-7	-5	-2	7	-16	1	-5
Mtb FBA inh	0	4	-3	4	0	-5	-3	1	58*	-1
GDH-TPI inh	0	6	7	16	-3	8	8	-6	11	20
MazF activator	-3	0	-7	-2	8	-109	-21	-3	5	10
BioA inh	-1.3	0.5	.	0.5	2.7	43*	-1.1	0.9	1.3	-1.9
PrPC surface inh	-11	2	5	-15	0	59*	-5	-1	-4	2

51	CCc1c(O)nc(SCC(=O)Nc2nc3ccccc3s2)n(C2CCCCC2)c1=O
52	Cc1cc(-c2nc3ncccc3o2)ccc1NC(=O)CC(C)C
53	Cc1ccc(/C(N)=N/OC(=O)COc2ccc(Cl)c(C)c2)cc1
54	Cc1ccc(N(CC(=O)NC(C)(C)C)C(=O)CCC(=O)Nc2nccs2)cc1C
55	CCOC(=O)C1=C(C)NC(C)=C(C(=O)OCC)C1c1ccc(O)cc1
56	O=c1[nH]c(=O)n(-c2cccc3ccccc23)c(O)c1/C=N/N1CCCCCC1
57	Cc1ccc(CNC(=O)Cn2cccc2)cc1
58	COc1cc(C(=O)N(Cc2ccccc2)c2cccc(C)c2)ccc1OC(F)F
59	C#C[C@@]1(O)CCC2C3CCC4=C/C(=N/OCC(=O)NC(C(=O)O)C(C)O)CC[C@]4(C)C3CC[C@@]21C (stereo partly specified)
60	NC(=S)Nc1ccc(F)c(F)c1F
Screen / compound no.	51	52	53	54	55	56	57	58	59	60
FadD28 FP inh	12*	-1.0	-0.3	-2.2	-4.9	-3.1	-1.9	-5.9	.	-2.9
Mtb UGM inh	2.1	-0.2	-1.6	0.1	-1.2	3.9	1.8	-5.0	0.7	-0.4
Rv3671c protease	3	-2	-7	0	5	-7	0	7	6	7
BoNT F protease	?	-14	1	.	-8	?	26	-1	-8	?
Mtb FBA inh	2	+	1	2	6	-1	0	-1	1	5
GDH-TPI inh	6	14	3	10	5	-9	2	2	5	1
MazF activator	-4	4	3	7	0	3	14	-9	-2	1
BioA inh	1.4	2.4	0.2	-1.2	2.6	.	-1.1	-1.8	-0.2	.
PrPC surface inh	-5	-1	-6	10	3	-2	-4	2	2	-2

61	CSc1ncccc1C(=O)Nc1nc2c(C)cccc2s1
62	C=CCNc1ncnc2c1ncn2[C@H]1CN(C2CCCC2)C[C@@H](CO)O1
63	O=C(Nc1ccccc1)C1=C[C@H](c2ccc(Br)cc2)C[C@H](OCc2ccc(CO)cc2)O1
64	CCc1ccc(OCC2Cn3c(nc4c3c(=O)[nH]c(=O)n4C)O2)cc1 (stereo unspecified)
65	O=C(CN(CC1CCCO1)C(=O)CCC(=O)Nc1nccs1)NCC1CCCO1 (stereo unspecified)
Screen / compound no.	61	62	63	64	65
FadD28 FP inh	-0.6	-1.2	-9.7	-0.7	-1.3
Mtb UGM inh	2.1	.	3.3	-2.9	-0.6
Rv3671c protease	0	.	-15	.	1
BoNT F protease	-6	0	-2	?	3
Mtb FBA inh	1	-2	-3	-1	-1
GDH-TPI inh	19	4	1	9	5
MazF activator	8	.	-24	7	0
BioA inh	.	-1.8	-2.7&-1.8	-1.7	-4.2
PrPC surface inh	13	8	9	2	0
